sEH inh – soluble epoxide hydrolase inhibitors, primary screen, biochemical, human sEH; Bifunctional epoxide hydrolase 2 (Homo sapiens), P34913; recombinant human sEH enzymatic activity assay; inhibition, % at 2 µM; actives 0.34% (n = 91,000); in the data active = inhibition above about 80%; also: values of inactives mirror those of a sister screen read the other way; many of its hits are not listed in these tables
E coli WT exp – growth inhibitors of wild-type E. coli, primary screen, strain BW25113, expanded library, OD600. OD600 absorbance. growth inhibition, % at 100 µM. actives 0.15% (n = 98,000);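 active = growth inhibition above about 50% at one test dose, limit read from the data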;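 also: growth measured after 20 h incubation at 37 °C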
hDAT+cocaine – changed hDAT dopamine uptake under cocaine IC80, either direction, primary screen, cocaine antagonist project, cell-based, LLC-PK1 hDAT, [14C]-dopamine uptake, MLSMR | actives 1.3% (n = 110,000) | B-score at 10 µM | LLC-PK1 hDAT cells, [14C]-dopamine uptake with cocaine IC80; actives deviate in either direction | AID 449768, 2010;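 active = Z score or B-score, a plate-position-corrected score, falls beyond the plate's 99.7% confidence bounds, in either direction; inactive = both scores lie inside the 99.7% bounds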;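 also: scored against the spread of the other compound wells on the same plate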
Target sequence (Q01959 whole entry, looked up): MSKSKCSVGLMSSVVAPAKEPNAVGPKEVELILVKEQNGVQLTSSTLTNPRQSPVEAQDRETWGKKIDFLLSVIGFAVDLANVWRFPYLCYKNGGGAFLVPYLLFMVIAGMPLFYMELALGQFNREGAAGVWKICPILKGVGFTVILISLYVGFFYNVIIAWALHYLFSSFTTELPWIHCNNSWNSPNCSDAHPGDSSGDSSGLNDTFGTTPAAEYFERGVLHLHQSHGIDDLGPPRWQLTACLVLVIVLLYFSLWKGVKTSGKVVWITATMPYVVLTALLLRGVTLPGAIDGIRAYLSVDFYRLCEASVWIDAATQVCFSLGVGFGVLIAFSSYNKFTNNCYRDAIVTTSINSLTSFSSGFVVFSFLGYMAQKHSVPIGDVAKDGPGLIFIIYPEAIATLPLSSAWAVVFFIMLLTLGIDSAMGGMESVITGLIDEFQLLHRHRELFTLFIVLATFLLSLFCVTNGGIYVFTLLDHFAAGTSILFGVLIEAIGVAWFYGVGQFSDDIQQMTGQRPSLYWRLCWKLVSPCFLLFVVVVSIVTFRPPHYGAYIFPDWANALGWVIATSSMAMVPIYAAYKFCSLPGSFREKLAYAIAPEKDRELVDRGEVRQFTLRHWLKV
HUVEC tox IL1B – cytotoxicity in IL-1B stimulated HUVEC, primary screen, cytotoxicity control for IL-1B NFkB translocation project, imaging, Hoechst nuclear count, IL-1B stimulus. HUVEC cell count loss. actives 0.41% (n = 94,000). cell count reduction, % at 2 µM;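 active = cell count reduction more than 3 SD above the screen-wide mean, cut at about 70% in these data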;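 also: normalized per plate to untreated control cells as the no-loss baseline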
TNFa cytotox – cytotoxicity in TNFa-stimulated HUVEC, primary screen, cytotoxicity control for VCAM1 expression modulator project, imaging, Hoechst nuclei count; HUVEC TNFalpha-stimulated, Hoechst cell count; cell count reduction, % at 2 µM; actives 0.17% (n = 93,000);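 active = cell count reduction exceeding the screen mean by over 5 SD, scaled to untreated wells per plate, cut at about 78% in these data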;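 also: cells counted after 24 h of TNF alpha exposure following the 1 h pretreatment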
F-actin modifier – modifiers of F-actin cytoskeleton organization, primary screen, imaging, HUVEC, phalloidin staining, high-content imaging; HUVEC TNFa F-actin phalloidin imaging; inhibition, % at 2 µM; actives 0.18% (n = 91,000); AID 836, 2007;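 active = inhibition above the batch mean plus 3 SD and confirmed as a hit by visual image inspection, cut at about 30% in these data, passing the limit was not always enough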; also: strong numbers were not always called active
Plk1 PBD FP – Plk1 polo box domain binding inhibitors, primary screen, biochemical, fluorescence polarization | Serine/threonine-protein kinase PLK1 (Homo sapiens), P53350 | Plk1 PBD phosphopeptide binding | inhibition, %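 (tested at about 20 µM)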 | actives 0.13% (n = 97,000); in the data active = inhibition above about 34%, passing the limit was not always enough
PLK1 kinase inh – human PLK1 kinase inhibitors, primary screen, biochemical, TR-FRET. Serine/threonine-protein kinase PLK1 (Homo sapiens), P53350. recombinant PLK1 kinase, TR-FRET peptide phosphorylation. inhibition, % at 10 µM. actives 0.53% (n = 97,000). AID 619, 2007;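 active = inhibition of 50% or more in the single-concentration screen; inactive = inhibition below 50%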;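 also: 0% = DMSO max control and 100% = H-89 dihydrochloride min control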
VCAM1 TNFa inh – inhibitors of TNFa-induced VCAM1 expression, primary screen, imaging, HUVEC, TNFa stimulus, immunofluorescence; AID 802, 2007; actives 0.48% (n = 95,000); inhibition, % at 2 µM; HUVEC TNFa-induced VCAM-1 immunofluorescence, high-content imaging;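 active = inhibition above the batch mean plus 3 SD, with images confirmed as a hit by eye, cut at about 37% in these data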;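 also: 0% = TNF-stimulated DMSO wells and 100% = unstimulated control wells; not every result past the cut was called active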
Starred values were filed as active, the others as inactive; . = not tested or not shown.

SMILES	sEH inh	E coli WT exp	hDAT+cocaine	HUVEC tox IL1B	TNFa cytotox	F-actin modifier	Plk1 PBD FP	PLK1 kinase inh	VCAM1 TNFa inh
CC(C)n1cc(-c2ccc(Cl)cc2)cc(C#N)c1=O	-9	-3	-0.78	.	-4	12	-13	-2	1
CCOc1ccc(S(=O)(=O)Nc2nc3ccc(OC)cc3s2)cc1	-16	-14	0.22	-5	24	-2	15	-6	11
CC1(C)CC(=O)c2sc(NC(=O)c3ccco3)nc2C1	.	0	-0.026	15	-29	2	-7	-11	7
CCOC(=O)COc1ccc2c3c(c(=O)oc2c1C)CCC3	6	-3	-0.17	24	-25	9	-1	-13	8
O=C(CN1CCN(C2CCCCC2)CC1)NCCC1=CCCCC1	5	-1	-0.0024	.	.	.	-4	-6	.
CS(=O)(=O)N1Cc2ccccc2CC1C(=O)OCC(=O)Nc1ccc2ccccc2c1 (stereo unspecified)	11	-5	0.022	2	3	-6	8	-10	0
Cc1nn(C)c(C)c1CN(C)C(=O)c1cnn2c1NC(c1ccccc1)CC2C(F)(F)F (stereo unspecified)	-12	4	0.18	-16	-5	-46	-19	-8	-4
Cc1cccc(CN2C(=O)N/C(=C/c3cc(C)n(-c4ccccn4)c3C)C2=O)c1	4	-6	0.35	6	5	-24	20	-10	-8
O/N=C(/CN(O)/C=C1/C=CC=N1)c1cccs1	-5	-2	-0.79	-77	-26	-10	-31	-6	1
O=C1C/C(=C/NCc2ccccc2)C(=O)N1	-9	6	-0.93	7	8	-1	5	-11	-29
COc1ccc(C2C3=C(CC(C)(C)CC3=O)Nc3cc4c(cc32)OCO4)cc1 (stereo unspecified)	-6	4	2.5*	-1	5	-25	12	-17	16
Cc1nnc(NC(=O)Cc2ccc(OCc3c(C)noc3C)cc2)s1	6	-1	0.51	-14	-20	9	-27	0	26
CN1CCN(CC(O)COc2ccc(OCC(O)CN3CCN(C)CC3)cc2)CC1 (stereo unspecified)	-3	.	0.03	3	2	-14	-14	-18	1
Nc1c(N=Nc2cccc(Cl)c2)c(=O)[nH]n1-c1ccccc1	2	-8	-0.15	-22	8	-39	3	-13	6
CC1CN(CC(=O)N2CCc3[nH]c4ccccc4c3C2)CC(C)O1 (stereo unspecified)	-2	1	0.9	-16	-16	-13	-31	-17	-5
CSc1ccccc1NC(=O)CSc1nnnn1-c1ccccc1SC	4	-15	1	3	-37	7	-13	-10	-8
COc1ccc(NC(=S)Nc2ccc(Oc3ccccc3)cc2)cc1	26	7	-0.056	13	-3	-31	13	-6	23
CCOC(=O)C1CCN(Cc2ccccc2C)CC1	8	5	0.35	.	-40	30*	-1	0	-11
COc1ccccc1C(=O)Nc1ccc2c(c1)nc1n2CCSC1	.	-6	1.4	6	-22	-14	-34	-22	3
COc1ccc(S(=O)(=O)N[C@@H](CC(C)C)C(=O)O)cc1	-2	-3	-0.087	-3	-2	-30	9	-13	-11
O=C(/C=C\Nc1ccc2c(c1)OCO2)c1ccccn1	-3	3	0.92	-10	-4	-22	7	-12	-9
Cc1oc(-c2ccccc2F)nc1CS(=O)(=O)CC(=O)NCc1ccco1	-8	-11	.	-38	9	1	-1	-16	19
CCN1CCC(=NNC(=O)c2ccco2)CC1	3	1	-0.46	15	-7	7	-7	-5	6
CCOC(=O)c1cc2sccc2n1Cc1ccccc1	2	2	-0.73	3	3	-7	12	-8	-6
COc1ccccc1CN(Cc1nc2ccccc2c(=O)[nH]1)S(=O)(=O)c1ccc(C)cc1	11	-8	-1.6	-16	-5	18	1	-1	-8
CC(NC(=O)NC1CCCCC1)C(c1cccs1)N1CCN(c2ccccc2)CC1 (stereo unspecified)	44	2	-1.8	8	14	-8	19	-20	30
N#Cc1cc2c(nc1SCC(=O)Nc1sc3c(c1C#N)CCC3)CCCCC2	-17	3	-1.5	11	-31	11	12	-12	-2
O=C(Cn1[nH]c(=O)c2ccccc2c1=O)NC1CCN(Cc2ccccc2)CC1	8	3	0.0033	1	-23	19	-10	-12	-1
CCc1nnc(NCn2nc(C)cc2C)s1	-3	-14	0.23	0	-12	-1	7	1	11
CCOc1ccc(C(=O)NCC2CCCO2)cc1 (stereo unspecified)	8	4	0.69	-25	-16	6	-6	-8	25
CCOC(=O)c1c(C)c(C(=O)NCCCOC)c(C)n1C	-1	1	.	-28	-48	-2	-7	-4	8
O=C(NN=C1CCCCCC1)c1cc(-c2ccccc2)nc2ccccc12	2	10	0.59	-19	-5	13	-21	-7	12
COc1ccc(N2CCN(c3ccc(NC(=O)C4CCCCC4)cc3C#N)CC2)cc1	35	-6	0.076	-24	.	.	0	-13	.
O=C(c1ncc[nH]1)c1ccco1	12	-3	0.18	.	.	.	-7	0	.
Cc1cccc(C)c1-n1c(C)cc(/C=C2\NC(=O)NC2=O)c1C	19	.	0.5	-2	2	7	24	-6	-14
CCCCNC(=O)CN1C(=O)NC2NC(=O)NC21 (stereo unspecified)	11	1	0.041	-5	-40	14	-8	-12	7
CCNC(=O)n1nccc1C(C)Oc1ccccc1 (stereo unspecified)	4	1	0.54	-7	-2	-5	1	-5	10
FC(F)(F)c1nc2ccccc2n2c(-c3c(Cl)cccc3Cl)nnc12	12	1	.	-5	-14	-10	-16	5	7
CC(C)c1ccc(-c2nc(N3CCOCC3)[nH]c(=O)c2C#N)cc1	-22	-11	-0.033	6	-15	-6	3	-1	-3
COc1ccc(Cc2ccc(OC)c(N)c2)cc1N	-7	7	-0.84	20	9	-3	3	-12	10
Cc1ccc(Oc2ccccc2)c(NC=O)c1	13	7	-0.053	-18	38	.	-29	-7	11
O=C1CSC(c2cn(-c3ccccc3)nc2-c2ccc3c(c2)OCCO3)N1CCN1CCOCC1 (stereo unspecified)	-7	-7	0.3	3	-16	16	17	-7	15
CC(=O)NC1C(=O)Nc2c(C)cc(C)cc21 (stereo unspecified)	6	12	-0.86	-26	-1	.	20	-3	3
Cc1ccc(OC(=O)CCC(=O)OCCCC(F)(F)C(F)(F)F)cc1	-10	5	0.077	-46	-10	-10	-14	-11	-40
CC(C)N(CCCNC(=O)C1CCN(S(=O)(=O)N2CCOCC2)CC1)Cc1ccccc1	-13	-5	.	48	-16	6	-11	-6	4
CCCc1cc(=O)n2[nH]c(-c3cc(OC)c(OC)c(OC)c3)nc2n1	-9	4	0.4	-40	-1	2	-24	-18	-2
CCOC(=O)CCc1c(C)c2ccc(OCc3nn[nH]n3)c(C)c2oc1=O	-2	-1	0.16	-20	-26	-2	7	2	12
CCOc1ccc(S(=O)(=O)Nc2ccccn2)c2ccccc12	-8	-8	-0.28	-7	-26	4	-3	-11	6
Cc1cccc(OCC(=O)N2CCN(C(=O)c3cccs3)CC2)c1	-9	-2	0.057	2	-11	22	-2	-12	-4
CCOc1ccc(NS(=O)(=O)c2ccc3c(c2)CCN3C(=O)CCC(=O)O)cc1	.	2	-0.028	-34	-11	8	-10	-10	-6
(continued)
SMILES	sEH inh	E coli WT exp	hDAT+cocaine	HUVEC tox IL1B	TNFa cytotox	F-actin modifier	Plk1 PBD FP	PLK1 kinase inh	VCAM1 TNFa inh
Cc1ccnc(NC(=O)c2cccc(NC(=O)COc3ccccc3)c2)c1	2	28	1.6	-30	6	1	-8	5	7
Cc1ccc(C(c2nnnn2CS(=O)(=O)c2ccc(C)cc2)N2CCN(c3ncccn3)CC2)cc1 (stereo unspecified)	2	.	0.97	41	-10	-4	-20	-16	-20
CCN(CC)C(=O)CSc1nc2ncc(Cl)cc2[nH]1	-1	4	0.051	-54	-35	.	-9	-4	-2
CCCn1c(=O)[nH]c2ccccc21	3	8	-1.4	3	-34	14	-9	1	-5
O=C(Nc1ccc(F)cc1F)c1cccn1-c1ncc(C(F)(F)F)cc1Cl	2	0	0.87	-1	-22	24	-11	-5	16
CC(C)(C)OC(=O)NCC12C=CC(O1)C1C(=O)N(Cc3ccccc3)C(=O)C12 (stereo unspecified)	-15	.	1.3	-32	-14	-6	-5	-2	6
COc1ccc(-n2c(CCc3ccccc3)nnc2SCC(=O)NCc2ccccc2)cc1	3	-9	0.71	-100	-12	2	-13	0	-15
Cc1ccc(S(=O)(=O)c2c(N)n(/N=C/c3ccco3)c3nc4ccccc4nc23)cc1C	-9	-17	0.085	21	20	-30	-10	9	-12
COCCNS(=O)(=O)c1ccc2c(c1)oc(=O)c1cc(S(=O)(=O)NCCOC)ccc12	6	1	.	-17	-30	.	-2	-4	-1
O=C(CSc1nc(-c2ccc(F)cc2)cc(C(F)(F)F)n1)NCCN1CCOCC1	8	.	0.72	-21	-30	6	-8	-9	-15
CC1Cc2ccccc2N1C(=O)CCN1C(=O)C2C3C=CC(C3)C2C1=O (stereo unspecified)	6	-2	0.86	-18	-28	-30	-2	-8	2
COC(=O)c1cc(=O)n(C2CC2)c(=NC2CC2)s1	-27	-2	-0.74	20	6	-12	21	-15	0
Cc1ccc(S(=O)(=O)Cn2nnnc2C(C(C)C)N2CCSCC2)cc1 (stereo unspecified)	9	0	1.1	-12	.	2	-8	6	.
CCOC(=O)C1C(=O)C(C(=O)OCC)C(c2cccnc2)NC1c1cccnc1 (stereo unspecified)	6	1	0.77	-43	-13	9	-12	-13	3
Cc1cc(S(=O)(=O)N2CCCC2C(=O)N2CCOCC2)c(C)cc1Cl (stereo unspecified)	8	-6	1.1	2	-19	.	-15	-9	16
COc1ccccc1-n1c(SC)nc(O)cc1=O	.	0	1	7	-43	2	-17	-1	13
Nc1nncn1C(=O)c1ccccc1Cl	7	0	-1.3	0	10	-1	6	20	20
COc1ccc(N(CC(=O)N2CCN(C)CC2)S(C)(=O)=O)cc1OC	0	4	0.56	-25	-11	20	-15	-8	4
Cc1ccc(OC(=O)CCc2c(C)nc3ncnn3c2C)cc1	-3	-2	0.49	-25	-3	9	6	-12	12
COc1ccc(S(=O)(=O)N(C)CC(=O)N2CCN(Cc3ccccc3)CC2)cc1C	-7	-2	0.24	9	-9	-8	-10	-11	-19
CCSC(C)CC1C/C(=N/O)c2c(C)noc2C1 (stereo unspecified)	.	-5	0.24	4	-20	-34	-9	8	9
Cc1sc(NC(=O)c2ccco2)c(CN2CCC(C)CC2)c1C	-13	-3	-0.027	8	-21	-1	-20	-7	2
COc1ccccc1NC(=O)c1sc2ncn(Cc3cccc(C)c3)c(=O)c2c1C	20	-5	-1.5	-5	-15	-22	5	-28	6
CCCCc1c(C)nn(-c2nnc3c4ccccc4n(C)c3n2)c1C	-3	-8	.	-16	6	-4	6	-3	-1
COc1ccccc1N1C(=O)CCC1(C#N)c1ccc(Br)cc1 (stereo unspecified)	7	-1	0.74	-23	0	13	-2	-5	13

Compound profiles, from the list above:
`CCOC(=O)COc1ccc2c3c(c(=O)oc2c1C)CCC3` as listed: sEH inh = 6; E coli WT exp = -3; hDAT+cocaine = -0.17; HUVEC tox IL1B = 24; TNFa cytotox = -25; F-actin modifier = 9; Plk1 PBD FP = -1; PLK1 kinase inh = -13; VCAM1 TNFa inh = 8
`CC1(C)CC(=O)c2sc(NC(=O)c3ccco3)nc2C1` as listed: sEH inh = .; E coli WT exp = 0; hDAT+cocaine = -0.026; HUVEC tox IL1B = 15; TNFa cytotox = -29; F-actin modifier = 2; Plk1 PBD FP = -7; PLK1 kinase inh = -11; VCAM1 TNFa inh = 7
`COC(=O)c1cc(=O)n(C2CC2)c(=NC2CC2)s1` as listed: sEH inh = -27; E coli WT exp = -2; hDAT+cocaine = -0.74; HUVEC tox IL1B = 20; TNFa cytotox = 6; F-actin modifier = -12; Plk1 PBD FP = 21; PLK1 kinase inh = -15; VCAM1 TNFa inh = 0

Compound activity: PubChem BioAssay, several laboratories
